Bioassay records from PubChem.
Pf Dd2 inh: Plasmodium falciparum Dd2 growth inhibition; P. falciparum Dd2 growth, SYBR Green, 72 h; Potency, µM (doses to about 28.9 µM), for inactives: top-dose activity, negative = inhibition, hits mostly inhibitors; 120,000 compounds, 4.3% hits; AID 1347417; active means well fitted inhibition curve with a large enough effect; inconclusive means small, poorly fitted or top-dose-only effect; inactive means no such curve, though single readings can be large or run the other way;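 further: plate controls were DMSO vehicle for no effect and reference drug for full effect; nearly all actives have a fitted effect of over 65% in size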
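Infected erythrocytes (Dd2, 0.3% parasitemia, 2.5% hematocrit final) are added to compound in RPMI-1640/Albumax II medium, grown 72 h at 37C in low oxygen, then lysed with saponin/Triton-X containing SYBR Green and read by fluorescence.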
Numbers without * were called inactive; i = inactive; ? = inconclusive; [ ] = remark or other dose. Potency means the concentration at half of the fitted maximal effect. Not all compounds are listed; the hit share may differ from the screen's.

SMILES | Pf Dd2 inh
Cc1cc(C(=O)N2[C@H]3CC[C@@H]2c2cnc(-c4ccccc4)nc2C3)nn1C | ?
Cc1onc(-c2cnn(C)c2NCc2ccccc2)c1C(=O)N1CCC(c2ccccc2)CC1 | i
O=C(CS(=O)(=O)c1cccc2nsnc12)N1CCN(c2ccc(F)cc2)CC1 | 9%
Cc1noc2c(N3CCOCC3)cc(-c3cccc(C(F)(F)F)c3)nc12 | ?
Cc1ccc(NC(=O)c2sc3nc(-c4ccc(F)cc4)ccc3c2N)cc1F | 0%
O=C(Nc1ccc(F)cc1)c1oc2ccccc2c1NC(=O)C1CCCCC1 | ?
O=C1CCCCCN1CC(=O)N1CCCC(OCc2ccccc2)C1 (stereo not given) | i
Cc1ccc2oc(-c3ccc(NC(=O)c4oc5ccc(Cl)cc5c4C)cc3)nc2c1 | 36%[activator]
CCN(CC)C(=O)C(NC(=O)c1cccc(OC)c1)C1CCN(C(=O)c2ccc3c(c2)OCO3)CC1 (stereo not given) | ?
CCCN1C(=O)Cc2cc(C(=O)O)ccc21 | -4%
Fc1ccc(-c2cnc3n2C[C@H](CNC2CCOCC2)OC3)cc1 | -7%[44.1 µM]
O=C1CCN(C(=O)CN2CCCCCC2)CCCC(c2nc(-c3ccccc3)no2)CCN1 (stereo not given) | i
CN(C)c1ccc(C(=O)N2CCN3C(=O)c4cc(Br)ccc4NC(=O)[C@H]3C2)cc1 | -19%
COc1ccc(OC)c(NC(=O)Cn2c(-c3ccc(F)cc3)nc(C)c(CCO)c2=O)c1 | -9%
Cc1ccc2nc(C(=O)NCc3nncn3CCc3ccccc3)cn2c1 | -3%

Reprinted from the part before: 4 entries; new compounds follow.
SMILES | Pf Dd2 inh
O=C1CCN(C(=O)CN2CCCCCC2)CCCC(c2nc(-c3ccccc3)no2)CCN1 (stereo not given) | i
CN(C)c1ccc(C(=O)N2CCN3C(=O)c4cc(Br)ccc4NC(=O)[C@H]3C2)cc1 | -19%
COc1ccc(OC)c(NC(=O)Cn2c(-c3ccc(F)cc3)nc(C)c(CCO)c2=O)c1 | -9%
Cc1ccc2nc(C(=O)NCc3nncn3CCc3ccccc3)cn2c1 | -3%
Cc1ccc(NC(=O)CSc2nc3ccc(NC(=O)COc4ccc(C)cc4)cc3s2)cc1 | 9%
COc1cccc(Cn2c(=O)n(Cc3ccco3)c(=O)c3oc4ccccc4c32)c1 | -2%
O=C(CSc1nc2c(c(=O)[nH]1)CCC2)Nc1cc(C(F)(F)F)ccc1Cl | 59%[activator]
COCc1ccc(CN2CCC(Oc3ccc(C(=O)NC4CCCC4)cc3Cl)CC2)o1 | ?
CCNC(=O)N1CCOc2ccc(CCC(=O)NCCc3ccccc3)cc2C1 | -28%
CCn1ccc(C(=O)N2CCCC2c2cc(C)no2)n1 (stereo not given) | -4%
COc1cc(Cl)c(C)cc1NC(=O)c1sc2nc3n(c(=O)c2c1C)CCCCC3 | -1%
CCc1nc2c(NS(=O)(=O)c3cccnc3)cccn2n1 | -8%
Cc1nn(-c2ccccn2)c(C)c1[C@@H]1C=C[C@@H](NC(=O)CSCC(=O)O)C1 | ?
CCc1ccc(-n2c(SCc3ccccc3F)nc3[nH]ncc3c2=O)cc1 | i
COc1cc(NC(=O)c2c(C)oc3ncnc(N4CCCCC4)c23)cc(OC)c1 | i
O=C(c1ccoc1)N1CCc2nn(Cc3ccccc3)c(=O)n2CC1 | 7%
COc1ccc(-c2cc([C@H]3CN4CC[C@H]3C[C@@H]4COC(=O)NC(C)C)n(C)n2)cc1OC | i
CN[C@@H](CO)C(=O)NCc1nc(-c2cccc(F)c2)c(-c2ccccn2)[nH]1 | -3%
O=C(NC1CCc2n[nH]c(=O)n2CC1)c1ccc(Cn2ccnc2)o1 (stereo not given) | 36%[activator]

Exported tab-delimited: 4 of the compounds above.
compound	Pf Dd2 inh
Cc1ccc(NC(=O)CSc2nc3ccc(NC(=O)COc4ccc(C)cc4)cc3s2)cc1	9%
COc1cccc(Cn2c(=O)n(Cc3ccco3)c(=O)c3oc4ccccc4c32)c1	-2%
O=C(CSc1nc2c(c(=O)[nH]1)CCC2)Nc1cc(C(F)(F)F)ccc1Cl	59%[activator]
COCc1ccc(CN2CCC(Oc3ccc(C(=O)NC4CCCC4)cc3Cl)CC2)o1	?

(list continues)
SMILES | Pf Dd2 inh
O=C(C1CC1)N1CCN2C(=O)N(Cc3ccc(F)cc3)C[C@H]2C1 | 27%[44.1 µM]
COc1ccc(C(=O)NCCc2noc(-c3cccnc3)n2)cc1OC | ?
Cc1ccccc1-c1nccc2c(=O)cc(-c3ccncc3)oc12 | -19%[44.1 µM]
CN(C)Cc1cc(CC2(NCc3ccncc3)COC2)no1 | 16%[44.1 µM]
O=[S+]([O-])(Nc1nncs1)c1ccc2c(c1)OCCN(Cc1ccsc1)C2 | -4%[44.1 µM]
COC1C(=O)N(c2cccc(F)c2)C12CCN(S(=O)(=O)c1c(C)nn(C)c1C)CC2 (stereo not given) | ?
COc1ccc(-c2c(C)nn3c4c(cnc23)C(=O)CC(c2ccc(C)cc2)C4)cc1 (stereo not given) | 6%
COc1cc(-c2ccnc3nc(CC(C)C)nn23)cc(OC)c1OC | i
COc1ccc(Cl)cc1NC(=O)CN(C)S(=O)(=O)c1ccc(Br)s1 | i
Cc1nn(C)c(C)c1S(=O)(=O)N(CC(=O)N1CCN(c2ccccc2)CC1)c1ccc(C(C)C)cc1 | ?
NC1=NC(c2cccc(Cl)c2)n2c(nc3ccccc32)N1 (stereo not given) | ?
NC(=O)[C@@H]1CCCN1CC[C@H]1CN(C(=O)Nc2ccccc2)CC[C@H]1CC(=O)O | 18%[44.1 µM]
CC1(c2noc(C3(C)CCOCC3)n2)CCNCC1 | i
COc1ccc(-c2nc(CC3CCNC3)no2)cc1 (stereo not given) | 9%
CC(=O)Nc1ccc(NC(=O)C2c3ccccc3C(=O)N(C3CCCC3)C23CCCC3)cc1 (stereo not given) | ?
COc1ccc(NC(=O)c2oc3c(c2C)-c2nn(Cc4c(F)cccc4Cl)cc2CC3)c(OC)c1 | i
O=C(c1cnn2cccnc12)N(Cc1ccncc1)Cc1cccc(OCCc2ccc(F)cc2)c1 | -11%
FC(F)(F)CN1C2CCC1CN(c1ccc(C(F)(F)F)nc1)C2 | -5%
O=C(O)c1ccccc1C(=O)Nc1ccc(Br)c2cccnc12 | i
Cc1cc(Br)cc(C)c1OCC(=O)Nc1ccc(S(=O)(=O)Nc2ncccn2)cc1 | 1%
O=[S+]([O-])(Nc1cccnc1)c1ccc2c(c1)OCCN(Cc1cncc(F)c1)C2 | ?
COc1ccc(-c2noc([C@@H]3CCCN3Cc3ccccc3OC)n2)cn1 | ?
COc1ccc(NC(=O)c2cnc(Nc3ccc(C)c(Cl)c3)c3ccccc23)c(OC)c1 | ?
COc1cc(OC)cc(C(=O)N2CCC(c3n[nH]c(=O)n3Cc3ccc(F)cc3)CC2)c1 | i
Cc1cccc(C(=O)N2CCC(N3CCN(Cc4ccc(F)cc4)C(=O)C3=O)CC2)c1 | 17%
Cc1cccc(NC(=O)NC2COc3ccccc3C2)c1C (stereo not given) | -21%
Cc1ccc(Cl)cc1N1CCN(CCNC(=O)Nc2ccccc2Cl)CC1 | ?
CC(=O)Nc1ccc(NC(=O)C2(c3cccs3)CCOCC2)cc1 | 3%
Cc1nn(C)c(C)c1CCNC(=O)C1CCN(C(=O)N2CC3CC(C2)[C@H]2CCCC(=O)N2C3)CC1 (stereo not given in full) | i
COC(=O)c1ccc(NC(=O)CSc2nc(C)cc(C)c2C(=O)Nc2ccccc2)cc1 | ?
CC(=O)N[C@@H]1CN(Cc2cccn2C)C[C@H]1CO | 15%
Cc1ccccc1NC(=O)NCCc1c[nH]c2ccccc12 | 2%
CC(=O)Nc1ccc(-c2nnc3n(CC(C)C)c(=O)c4ccccc4n23)cc1 | i
CN1C[C@H](NC(=O)c2cnccn2)CCC[C@@H](C(=O)N(C)Cc2cccnc2)CC1=O | -9%[44.1 µM]
O=C1C[C@H]2CC[C@@H](CN1)N2C(=O)c1csc2nc(-c3ccccc3Cl)cn12 | ?
O=C(NCc1ccc(F)cc1)c1c2c(nc3ccccc13)C(=O)N(C1CCCCC1)C2 | ?
NC(=O)C1(C(=O)N2CCC3(CCCN(CCCc4ccccc4)C3=O)C2)CC1 (stereo not given) | 3%
O=C(Nc1cccc(C(F)(F)F)c1)c1cc(S(=O)(=O)N2CCCC2)c[nH]1 | 13%
CC(C)NC(=O)NC[C@H]1OC[C@@H](NCc2ccccc2O)[C@@H]1O | -12%[44.1 µM]
COc1ccc(C[C@H](NC(=O)C2=C[C@@H](NC(=O)Nc3ccc(F)cc3F)[C@@H](O)[C@H](O)C2)C(N)=O)cc1 | 3%
COc1ccccc1NC(=O)CCS(=O)(=O)c1cc2c3c(c1)CCN3C(=O)CC2 | 51%[activator]
O=C1c2c(nc(CN3CCC(F)(F)CC3)n2Cc2ccccc2)NCCN1CCOc1ccccc1 | ?
O=C(NC1CCCc2c1[nH]c1c(Cl)cccc21)C1(c2ccccc2)CCOCC1 (stereo not given) | ?
CC1(c2ccccc2)N(Cc2ccccc2)C(=O)OC12CCN(Cc1ccc(C#N)cc1)CC2 (stereo not given) | ?
CNC(=O)[C@@H](CC(C)C)N1CCC[C@H]1C(=O)N1CCN(C(C)=O)CC1 | -5%[44.1 µM]
Cc1ccc(NS(=O)(=O)c2cc3[nH]c(=O)c(=O)[nH]c3cc2C)cc1N(C)C | i
COc1ccc(F)cc1S(=O)(=O)N1C[C@@H](C(N)=O)[C@H](C2CCN(C)CC2)C1 | 13%
CCC[C@H](N)C(=O)N1CCC2(CCC(=O)N(Cc3cnc(C)cn3)C2)CC1 | -5%
COc1ccc(C)cc1NC(=O)CC1CCCN(c2cnn(C)c(=O)c2)C1 (stereo not given) | ?
COc1ccc(C(=O)N2CCC(CC(=O)NC3CC3)C2)cc1 (stereo not given) | 23%
CN(C(=O)Cc1c[nH]c2ccccc12)C1CCc2nn(C)c(=O)n2CC1 (stereo not given) | -7%
CC(=O)N1CCc2nn(CC(=O)Nc3ccc(F)cc3C)c(=O)cc2C1 | 9%
Cc1cc(C)cc(NS(=O)(=O)c2ccc3[nH]cc(C(=O)NCc4ccco4)c(=O)c3c2)c1 | -29%
C[C@@H](NS(=O)(=O)c1ccc(Cl)cc1)c1onc(-c2cccnc2)c1C(=O)O | 61%[activator][44.1 µM]
CC(C)CCN1CCC(N2CCN(S(=O)(=O)c3ccc(F)c(Cl)c3)CC2)C1=O (stereo not given) | ?
Cc1c(-c2cccc(NC(=O)Cc3ccccc3)c2)nc2ncccn12 | ?
CSc1cccc(NC(=O)N[C@H]2CO[C@H]3[C@@H]2OC[C@H]3O)c1 | -4%[44.1 µM]
CN1CCCC(CN(CCc2ccccc2)C(=O)c2cc[n+]([O-])cc2)C1 (stereo not given) | -16%
CCOc1ccc(NC(=O)Cn2nc3c(cc2=O)CN(C(C)=O)CC3)cc1 | -4%
CC(C)CC(=O)Nc1nnc(SCc2cc(=O)n3ccccc3n2)s1 | -14%

(list continues)
SMILES | Pf Dd2 inh
O=C(c1ccc(Cl)nc1)N1CCC2(CC1)C(=O)NCN2Cc1ccc(Cl)cc1 | i
O=C(NCCc1ccccc1)c1noc(-c2ccc3c(c2)OCO3)n1 | 21%
O=C(Cc1cccc(F)c1)N1CCC(Cc2nncn2-c2ccccc2)CC1 | -9%
CCOc1ccc(CNCc2c(C(=O)O)n(Cc3ccccc3F)c3cc(OC)ccc23)cc1 | ?
O=C1N[C@@H]2CCN(C(=O)c3ccc4ccccc4c3)[C@@H]2C(=O)N1c1ccc(F)cc1 | ?
Cc1oc(-c2ccccc2F)nc1CSc1nnc(C)n2c1cc1occc12 | -2%
C#CCNC(=O)c1nc(-c2ccc(Cl)nc2)c2ccccn12 | -26%
FC(F)(F)c1cccc(CN2CCOC[C@H](Oc3ccccc3)C2)c1 | i
CN1Cc2ccccc2-n2ccnc2C12CCN(C(=O)c1ccoc1)CC2 | 3%[5.79 µM]
Cc1ccc(Cn2c(C)c3cnn(CC(=O)N4CCN(c5cc(C)ccc5C)CC4)c(=O)c3c2C)cc1 | -7%
COc1ccc2[nH]c(C(=O)N[C@H]3COC[C@H]3Cc3cc(C)no3)c(C)c2c1 | 0%
COCc1nncn1C1CCN(S(=O)(=O)c2ccccc2)CC1 | -13%
Cc1ccc(C)c(NC(=O)C(=O)NCC(c2cccnc2)N2CCN(c3ccc(F)cc3)CC2)c1 (stereo not given) | ?
Cc1c(C(C)NC(=O)Cn2ccc(=O)[nH]c2=O)cnn1-c1ccc(F)cc1F (stereo not given) | -1%
COc1ccc(CN2CCc3nc(SCC(=O)Nc4cc(C)cc(C)c4)[nH]c(=O)c3C2)cc1 | i
O=C(C1CCCCC(=O)N1Cc1ccccc1)N1CCc2ccccc2C1 (stereo not given) | -5%
Cc1ncc2c(n1)C[C@@H]1CC[C@H]2N1C(=O)Nc1ccc(C)c(C)c1 | i
CCC1(O)CCC12CCN(C(=O)c1ccsc1)CC2 (stereo not given) | 4%
COc1ccc(C(=O)Nc2ccc(-c3cc4ccccc4oc3=O)c(C)c2)cc1Br | ?
CSc1nn(Cc2cccc(C)c2)c(N)c1S(=O)(=O)c1ccccc1 | 22%
Clc1ccc(C2Cn3nnc(-c4nc(C5CCCCC5)no4)c3CO2)cc1 (stereo not given) | ?

Retrieved by compound from the list above (five):
SMILES | Pf Dd2 inh
O=C(C1CCCCC(=O)N1Cc1ccccc1)N1CCc2ccccc2C1 (stereo not given) | -5%
Cc1ncc2c(n1)C[C@@H]1CC[C@H]2N1C(=O)Nc1ccc(C)c(C)c1 | i
CCC1(O)CCC12CCN(C(=O)c1ccsc1)CC2 (stereo not given) | 4%
COc1ccc(C(=O)Nc2ccc(-c3cc4ccccc4oc3=O)c(C)c2)cc1Br | ?
CSc1nn(Cc2cccc(C)c2)c(N)c1S(=O)(=O)c1ccccc1 | 22%
